All columns: NCI-60 one-dose screen, growth in % after 48 h at 10 µM unless noted; 100 = growth as untreated, 0 = no growth, -100 = all killed.
TK-10 – TK-10 renal cancer cells; 3.9% of 81,000 active
786-0 – 786-0 renal cancer cells. 5.1% of 81,000 active. AID 1794775
UO-31 – UO-31 renal cancer; 5.2% of 81,000 active; AID 1794768
ACHN – ACHN renal cancer. 4.9% of 81,000 active. AID 1794771
U251 – U251 CNS tumor cells; 5.4% of 80,000 active
RXF 393 – RXF 393 renal cancer cells | 6.9% of 77,000 active | AID 1794773
CAKI-1 – CAKI-1 renal cancer | 4.7% of 75,000 active | AID 1794772
SN12C – SN12C renal cancer cells. 3.8% of 81,000 active. AID 1794767
A498 – A498 renal cancer cells. 5.4% of 76,000 active
* hit, by the source's call; · = not tested or not shown. Rule for the calls: active = growth percent below 10; inactive = the rest.

Letters – A = TK-10; B = 786-0; C = UO-31; D = ACHN; E = U251; F = RXF 393; G = CAKI-1; H = SN12C; I = A498
C=CCN(CC=C)C(=O)[C@H](CC)[C@@H]1CC[C@@H](C)[C@@H]([C@H](C)[C@@H](O)[C@@H](C)C(=O)[C@H](CC)C2O[C@]3(C=C[C@@H](O)[C@]4(CC[C@@](C)([C@H]5CC[C@](O)(CC)[C@H](C)O5)O4)O3)[C@H](C)C[C@@H]2C)O1 (stereo partly drawn)
  A = 16.2	B = 20.0	C = -12.6*	D = 5.9*	E = 18.9	F = -1.6*	G = 1.4*	H = 6.4*	I = -2.0*

CCOC(=O)c1c(Nc2ccccc2)nn2c(-c3ccc(OC)cc3)ccnc12
  A = 100.2	B = 64.5	C = 85.7	D = 83.8	E = 89.2	F = -2.7*	G = 78.0	H = 93.5	I = ·

CSc1nc2nc3c(c(-c4ccc(C)cc4)c2c(=O)[nH]1)CN(C)C/C3=C\c1ccc(C)cc1
  A = ·	B = 110.6	C = 86.1	D = 94.9	E = 91.2	F = 109.1	G = 93.7	H = 101.9	I = 85.6

COc1ccc(C(C)=O)c(O)c1OC
  A = 101.3	B = ·	C = ·	D = 101.0	E = 108.5	F = 106.0	G = 116.3	H = 107.6	I = 102.4

Cc1nc2sc(C(=O)Nc3ccccc3)c(N)c2cc1C(O)c1ccccc1 (stereo not drawn)
  A = 59.3	B = 40.8	C = 45.7	D = 34.4	E = 16.9	F = 40.0	G = 24.8	H = 25.4	I = -8.5*

CCCc1nnn(S(=O)(=O)c2ccc([N+](=O)[O-])cc2)c1CCC
  A = 99.9	B = 100.5	C = 81.6	D = 95.2	E = 97.5	F = 106.0	G = 99.9	H = 103.6	I = 99.3

O=C1NC(=S)NC(=O)C1=Cc1cc(-c2ccc(Cl)cc2)n(-c2ccccc2)n1
  A = 89.7	B = 86.6	C = 75.1	D = 89.7	E = 87.0	F = 82.3	G = 81.6	H = 80.4	I = 100.5

O=C1NC(=O)c2c1c1c3ccccc3[nH]c1c1oc3ccc(F)cc3c21
  A = 70.6	B = 90.3	C = 25.0	D = 43.2	E = 83.4	F = 69.1	G = 41.2	H = 74.6	I = -7.0*

C[N+](C)(CCOC(c1ccccc1)c1ccccc1)CC(=O)c1ccccc1
  A = 90.6	B = 102.1	C = 90.1	D = 107.4	E = 104.0	F = ·	G = ·	H = 101.0	I = 114.7

Cc1cc(N2CCOCC2)nc(N(CCCNc2ccnc3cc(Cl)ccc23)Cc2ccco2)n1
  A = 47.9	B = 42.1	C = 32.2	D = 46.9	E = 25.4	F = 21.2	G = ·	H = 40.4	I = 45.2

Clc1ccc(-c2nc(-c3ccco3)cn3ccnc23)cc1
  A = 11.9	B = -41.1*	C = 7.1*	D = 8.6*	E = -51.3*	F = 41.6	G = 50.2	H = 65.7	I = 36.8

Fc1ccccc1Cn1cc(CSc2nc3ccccc3o2)nn1
  A = 104.3	B = 97.8	C = 84.0	D = 100.1	E = 106.2	F = 112.5	G = 89.2	H = 104.5	I = 98.2

O=C(Nc1ccc(O)cc1)Nc1ccc(O)cc1
  A = 124.4	B = ·	C = 95.2	D = 85.8	E = 102.5	F = 91.5	G = 94.5	H = 103.8	I = 113.5

CCCOCc1cc(CN2CCN(c3cccc(Cl)c3)CC2)c(O)c2ncccc12
  A = 92.4	B = 86.0	C = 64.8	D = 84.6	E = 69.7	F = 74.8	G = 81.1	H = 76.9	I = 89.4

COc1cccc(CNc2ccnc3oc4ccc(N)cc4c23)c1
  A = 81.3	B = 73.9	C = 54.3	D = 57.4	E = 72.1	F = 79.6	G = 71.0	H = 69.5	I = 55.2

(list continues)
Letters – A = TK-10; B = 786-0; C = UO-31; D = ACHN; E = U251; F = RXF 393; G = CAKI-1; H = SN12C; I = A498
Cc1ccc(Nc2cc(C)nc(NCCCNc3ccnc4cc(Cl)ccc34)n2)cc1
  A = -94.7*	B = -100.0*	C = -95.0*	D = -98.2*	E = -99.2*	F = -92.1*	G = -87.2*	H = -81.0*	I = -59.4*

CC([C@H]1CCC2C3CCC4C[C@@H](NC=O)CC[C@]4(C)C3CC[C@@]21C)N(C)C (stereo partly drawn)
  A = 49.1	B = -88.4*	C = 0.3*	D = 6.2*	E = 4.8*	F = -51.2*	G = -10.1*	H = 19.9	I = 29.1

O=Nc1ccccc1N=O
  A = 114.7	B = 116.3	C = 64.0	D = 84.5	E = 78.3	F = 101.2	G = 81.1	H = 71.6	I = 109.9

CCc1cnc(=S)n(-c2ccccc2)c1
  A = 122.0	B = 99.9	C = 97.0	D = 99.6	E = 117.2	F = 128.9	G = ·	H = 103.4	I = 117.3

Cn1cc(C(=O)Nc2cc(C(=O)NCCC(=N)N)cn2C)cc1NC(=O)CN=C(N)N
  A = 113.0	B = 93.0	C = 87.1	D = 151.3	E = 117.7	F = 87.7	G = 97.3	H = 101.5	I = 107.4

CC(=O)OCC(OC(C)=O)C(OC(C)=O)C(COC(C)=O)OC(C)=O (stereo not drawn)
  A = 103.8	B = ·	C = 95.4	D = 113.6	E = 101.2	F = 126.2	G = 92.1	H = 94.7	I = 89.2

CCOC(=O)CC1C(COC(=O)NC)OC(n2cnc3c(N)ncnc32)C1O[Si](C)(C)C(C)(C)C (stereo not drawn)
  A = 109.6	B = 87.1	C = 95.1	D = 89.0	E = 86.1	F = 78.3	G = 78.5	H = 95.8	I = 97.7

C/C(=C(/c1ccc(Cl)cc1)c1ccc(OCCN2CCCC2)cc1)c1ccc(Cl)cc1
  A = 94.6	B = 82.7	C = 65.7	D = 104.3	E = 68.6	F = 72.0	G = 88.5	H = 85.5	I = 97.9

CC(O)(CO)CCl (stereo not drawn)
  A = 100.1	B = 97.4	C = 93.9	D = 113.1	E = 96.6	F = 112.5	G = 105.1	H = 97.8	I = 95.2

Clc1ccc(OCc2nc(Cc3ccccc3)n[nH]2)c(Cl)c1
  A = 111.4	B = 92.8	C = 76.6	D = 93.9	E = 100.0	F = 112.2	G = ·	H = 104.0	I = 103.9

CC(C)(COS(=O)(=O)Cc1ccccc1)COS(=O)(=O)Cc1ccccc1
  A = 91.7	B = 102.7	C = 83.8	D = 105.4	E = 95.8	F = 99.9	G = 81.0	H = 93.0	I = 99.2

COc1ccc(-c2cc(C(=O)N3N=C(c4ccc(Cl)cc4)CC3c3cc(-c4ccccc4)nn3-c3ccccc3)c3ccccc3n2)cc1 (stereo not drawn)
  A = 116.7	B = 95.5	C = 90.5	D = 97.9	E = 85.6	F = ·	G = ·	H = 100.9	I = 94.3

C=C(Cn1cc(CO)nn1)[C@@H]1CC[C@]2(C(=O)OC)CC[C@]3(C)[C@H](CC[C@@H]4[C@@]5(C)CCC(=O)C(C)(C)[C@@H]5CC[C@]43C)[C@@H]12
  A = 88.0	B = 94.0	C = 91.9	D = 100.0	E = 101.8	F = 119.9	G = 74.3	H = 98.4	I = 112.4

COc1ccc(-c2cc(NC(=O)Nc3ccccc3)no2)cc1
  A = 98.0	B = 93.2	C = 93.2	D = 105.7	E = ·	F = 100.6	G = 85.8	H = 97.3	I = 73.7

COc1ccc(/C=N/NC(=O)C2CCC(=O)N2)cc1 (stereo not drawn)
  A = 105.1	B = 102.7	C = 93.1	D = 102.0	E = 103.9	F = 116.4	G = 98.9	H = 98.5	I = 111.0

More compounds
Letters – A = TK-10; B = 786-0; C = UO-31; D = ACHN; E = U251; F = RXF 393; G = CAKI-1; H = SN12C; I = A498
COc1cc2ncnc(Nc3ccc(S(=O)(=O)Nc4cc(C)on4)cc3)c2cc1OCCCN1CCN(c2ccc(F)cc2)CC1
  A = 115.0	B = 110.3	C = 77.5	D = 97.4	E = 93.6	F = 104.9	G = 87.7	H = 100.5	I = 91.9

C=C(CN1CCc2c([nH]c3ccccc23)C1)c1ccc(C(=O)Nc2noc3ccccc23)cc1
  A = 143.0	B = 100.4	C = 35.2	D = 92.9	E = 88.7	F = ·	G = 73.8	H = 85.5	I = 135.6

O=C(Nc1ccc(Oc2cccc(F)c2)c(Cl)c1)c1cccnn1
  A = 74.2	B = 76.6	C = 66.2	D = 85.4	E = 69.4	F = 79.1	G = 75.4	H = 84.3	I = 78.2

Cc1cc(N2CCN(CC(=O)Nc3ccc4c(ccn4C)c3)CC2)nc(N2CCCCCC2)n1
  A = 87.2	B = 93.8	C = 67.1	D = 88.4	E = 85.9	F = 86.2	G = 84.6	H = 98.0	I = 46.3

O=C1CCC(NNc2ccccc2)N1 (stereo not drawn)
  A = 100.0	B = 95.3	C = 78.5	D = 68.5	E = 93.4	F = 101.2	G = 43.6	H = 95.5	I = 100.8

CCOc1ccccc1C(=O)Nc1ccc(Br)cc1
  A = 90.6	B = 98.3	C = 65.4	D = 83.5	E = 86.7	F = 100.2	G = 80.8	H = 96.3	I = 81.4

COc1ccc(-c2cc(-c3ccc(OC)cc3)n(-c3ccc(-c4nnc(SCC(N)=O)o4)cc3)n2)cc1
  A = 114.3	B = 101.4	C = 85.0	D = 97.2	E = 93.9	F = 105.5	G = 94.6	H = 99.7	I = 95.5

COc1cc(OC)c(/C=C/S(=O)(=O)Cc2ccc(OC)c(NC(=O)CCC(=O)NO)c2)c(OC)c1
  A = 64.4	B = 28.5	C = 34.1	D = 28.1	E = 14.6	F = 6.0*	G = 25.3	H = 22.7	I = -20.8*

CC1CCCC(CC(N)=O)CC1 (stereo not drawn)
  A = 94.2	B = 110.0	C = 91.0	D = 103.1	E = 99.7	F = 116.7	G = 93.4	H = 107.1	I = ·

O=C(O)c1c2c(nc3ccccc13)/C(=C/c1ccc(O)cc1)CCC2
  A = 158.1	B = 98.1	C = 86.7	D = 117.4	E = 115.7	F = ·	G = 105.8	H = 123.6	I = 114.6

COc1ccc(-c2nnc3n(-c4ccccc4)c(=O)c4cnn(-c5ccccc5)c4n23)cc1
  A = 93.9	B = 102.0	C = 76.0	D = 90.6	E = 87.4	F = ·	G = 84.3	H = 93.3	I = ·

CCOC(=O)c1c2c(c(C)n1Cc1ccc(OC)cc1)-c1oncc1CC2
  A = 102.3	B = 79.6	C = 65.3	D = 91.3	E = 86.3	F = 88.1	G = 70.6	H = 174.5	I = 91.9

O=C(ONC(=O)[C@H]1C2C=CC(C2)[C@@H]1C(=O)NOC(=O)c1ccccc1)c1ccccc1
  A = 63.0	B = 105.9	C = 59.7	D = 52.5	E = 43.8	F = 80.3	G = 43.3	H = 80.4	I = 81.6

O=C1CSC(=NCC(=O)n2cnc3ccccc32)N1
  A = 102.4	B = 103.8	C = 79.0	D = 102.2	E = ·	F = 110.5	G = 91.5	H = 100.8	I = 90.2

OC(COc1cccc2ccccc12)CN1CCCCC1 (stereo not drawn)
  A = 108.3	B = 113.4	C = 62.0	D = 102.5	E = 101.0	F = 108.9	G = 101.5	H = 97.3	I = ·

Further structures follow:
Letters – A = TK-10; B = 786-0; C = UO-31; D = ACHN; E = U251; F = RXF 393; G = CAKI-1; H = SN12C; I = A498
CCC(CCCN1C(=O)c2ccccc2C1=O)Nc1cc(OC)cc2c(C)ccnc12 (stereo not drawn)
  A = 120.1	B = 95.9	C = 115.4	D = 100.3	E = 90.7	F = -10.2*	G = 75.7	H = 97.8	I = 60.0

O=C(Nc1ccc(I)cc1)Nc1nc2ccc([N+](=O)[O-])cc2s1
  A = -92.0*	B = -100.0*	C = -100.0*	D = -100.0*	E = -94.0*	F = -95.1*	G = -100.0*	H = -97.7*	I = -91.6*

CCOC(=O)C1=C(C(=O)OCC)N(c2ccccc2)C(N)=C(C#N)C1c1cc(=O)[nH]c2ccccc12 (stereo not drawn)
  A = 107.8	B = 103.2	C = 78.9	D = 100.5	E = 101.1	F = 105.8	G = 91.7	H = 94.6	I = 71.5

CCOc1ccc(NC(=O)c2ccoc2COc2ccc(C)cc2)cc1
  A = 95.6	B = 90.6	C = 78.1	D = 103.9	E = 95.8	F = 93.0	G = 84.0	H = 101.5	I = 85.3

CCC(CC)C(=O)O
  A = 108.0	B = 107.2	C = 84.8	D = 99.4	E = 98.0	F = 107.6	G = 101.3	H = 102.5	I = 112.2

COc1c(O)cccc1/C=N/NC(=O)Cn1c(C)nc2c(c(C)nn2-c2ccccc2)c1=O
  A = 114.9	B = 95.7	C = 81.7	D = 98.4	E = 99.5	F = 111.4	G = 94.4	H = 86.5	I = 96.1

CSc1ccc(/C(=N/N=C(N)N)c2ccccc2)cc1
  A = 63.9	B = 31.0	C = 35.1	D = 28.6	E = 29.2	F = 15.4	G = 42.0	H = 27.9	I = ·

COc1cc(-c2n/c(=C\c3c(O)[nH]c4cc(Cl)ccc34)cc3c2=Nc2ccccc2-3)ccc1F
  A = 111.2	B = 95.9	C = 58.7	D = 90.1	E = 59.6	F = 85.7	G = 73.1	H = 93.2	I = 83.0

COc1ccc(-c2nc(NCCO)nc(N)c2C#N)cc1
  A = 101.9	B = 96.3	C = 90.9	D = 98.9	E = 88.3	F = 99.5	G = 95.5	H = 97.7	I = 77.8

O=Cc1ccc(O)c(Cl)c1
  A = 92.2	B = 95.2	C = 80.0	D = 97.5	E = 97.4	F = 109.2	G = 95.2	H = 99.0	I = 100.7

COc1ccc(/C=C2/N=C3N(N=C(CCl)N3c3ccccc3)C2=O)cc1
  A = 133.2	B = 110.5	C = 79.7	D = 108.6	E = 107.8	F = 111.3	G = 91.3	H = 97.4	I = 129.2

NC(=Nc1ccc(N)cc1)C(N)=Nc1ccc(N)cc1
  A = 87.3	B = 99.6	C = 92.9	D = 93.4	E = 101.2	F = 84.1	G = ·	H = 104.0	I = 91.3

CC(CN1CCN(CC(C)C(=O)c2ccccc2)CC1)C(=O)c1ccccc1 (stereo not drawn)
  A = 100.2	B = 101.2	C = 85.0	D = 99.5	E = 99.0	F = 127.0	G = ·	H = 100.8	I = 125.8

Screening data from PubChem BioAssay.
